Source: PubChem
Mac1 fbg enh = CD11b/CD18-fibrinogen binding enhancement | K562 CD11b/CD18 adhesion to fibrinogen, ATPlite luminescence | activation, % at 10 µM | 0.07% of 93,000 active | AID 1499;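 active = 10 µM primary screen giving 50% or more activity, confirmed by 40% or more on retest at that dose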; note: strong numbers were not always called active; reference of the scale not given here
CYP2C9 inh = blocks human cytochrome P450 2C9; 20% of 96,000 active; P11712; inhibition, % at 5 µM; CYP2C9 Supersomes, luciferin-H conversion, luminescence;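 active = blocking of liver enzyme CYP2C9 beyond about 50% at 5 µM, limit read from the data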; note: values of inactives mirror those of a sister screen read the other way
Target sequence (P11712 whole entry, looked up): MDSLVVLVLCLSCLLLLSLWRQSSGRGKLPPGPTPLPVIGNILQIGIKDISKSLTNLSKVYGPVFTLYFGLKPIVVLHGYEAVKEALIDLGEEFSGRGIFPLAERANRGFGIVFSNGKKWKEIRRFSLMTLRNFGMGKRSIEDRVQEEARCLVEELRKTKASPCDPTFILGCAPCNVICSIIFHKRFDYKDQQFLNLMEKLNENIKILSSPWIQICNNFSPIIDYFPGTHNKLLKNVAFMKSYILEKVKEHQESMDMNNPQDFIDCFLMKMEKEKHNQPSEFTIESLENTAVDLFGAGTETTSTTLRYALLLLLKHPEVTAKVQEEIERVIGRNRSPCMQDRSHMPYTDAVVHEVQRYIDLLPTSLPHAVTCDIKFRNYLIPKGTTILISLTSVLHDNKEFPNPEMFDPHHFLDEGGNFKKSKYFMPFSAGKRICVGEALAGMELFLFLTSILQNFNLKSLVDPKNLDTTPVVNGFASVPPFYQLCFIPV
CYP2C19 inh = inhibitors of human CYP2C19; P33261; CYP2C19 Supersomes, luciferin-H EGE luminescence, 30 min; inhibition, % at 5 µM; 21% of 96,000 active; AID 778;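 active = CYP2C19 inhibition above a set limit at 5 µM in the primary screen, cut at about 50% in these data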;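 note: plate controls were negative control wells for no effect and 2.5 mM tranylcypromine positive control for full effect; values of inactives mirror those of a sister screen read the other way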
Target sequence (P33261 whole entry, looked up): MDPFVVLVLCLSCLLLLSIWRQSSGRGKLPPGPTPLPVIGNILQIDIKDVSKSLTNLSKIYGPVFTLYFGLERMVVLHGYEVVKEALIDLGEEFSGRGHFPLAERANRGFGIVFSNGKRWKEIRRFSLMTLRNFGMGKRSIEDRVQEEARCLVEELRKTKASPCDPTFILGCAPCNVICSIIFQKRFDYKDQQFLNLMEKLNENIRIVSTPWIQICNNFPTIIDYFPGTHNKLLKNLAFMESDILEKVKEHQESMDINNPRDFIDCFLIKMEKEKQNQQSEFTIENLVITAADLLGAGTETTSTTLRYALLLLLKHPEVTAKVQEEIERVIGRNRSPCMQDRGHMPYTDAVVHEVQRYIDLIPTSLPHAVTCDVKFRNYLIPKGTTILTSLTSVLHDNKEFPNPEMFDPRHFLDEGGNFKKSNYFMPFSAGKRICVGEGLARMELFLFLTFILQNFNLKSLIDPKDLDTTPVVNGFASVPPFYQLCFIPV
Mac1 fbg inh = inhibitors of human CD11b/CD18 binding to fibrinogen. P05107+P11215. K562 CD11b/CD18 adhesion to fibrinogen, ATPlite luminescence; Mn2+ added to activate the integrin. inhibition, % at 10 µM. 0.54% of 93,000 active;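 active = primary inhibition of 50% or more at 10 µM, then 40% or more on retest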; note: some results filed as inactive read as strong as hits
MT1-MMP txn act = activates MT1-MMP transcription. activation factor at 10 µM. 0.16% of 86,000 active. HT1080 MT1-MMP promoter luciferase reporter, luminescence, overnight; stronger effect = higher value. AID 750;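 active = activation factor of at least 2 for MT1-MMP transcription at 10 µM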
PLAP act = activators of human placental alkaline phosphatase. 1.2% of 96,000 active. activation fold at 20 µM. purified PLAP enzyme, luminescent substrate read-out; stronger effect = higher value; in the data active = activation fold above about 2
CYP2C19 activ = increases human CYP2C19 enzyme activity; P33261; recombinant CYP2C19, luciferin-H EGE luminescence; stronger effect = higher value; 0 = fully inhibited enzyme, 1 = untreated enzyme; activation factor at 5 µM; 96,000 tested, under 10 active; AID 1025;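 active = activation factor of at least 2 at 5 µM in the primary screen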;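 note: 0 = wells with 2.5 mM tranylcypromine and 1 = vehicle-only wells; values of inactives mirror those of a sister screen read the other way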
PTK2B oligo ant = Pyk2 (human) oligomerization antagonism | Q14289 | AID 1347419 | Q293 cells, Pyk2 FERM NanoBiT luminescence; stronger effect = lower value | 0.83% of 99,000 active | z-score (the deposit names both 25 µM and 10 µM);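 active = Z-score of -3 or lower, scaled per plate to the spread of control and sample wells; inactive = z-score above -3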;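 note: negative z-score means lost luminescence so less FERM oligomerization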
CYP2C9 act = activators of human CYP2C9; P11712; recombinant CYP2C9, luciferin-H conversion, luminescence; stronger effect = higher value; factor 1 = untreated enzyme, 0 = blocked; activation factor at 5 µM; 1.4% of 96,000 active; AID 1024;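 active = activation factor of 2 or more for CYP2C9 at a 5 µM dose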;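 note: 0 = sulfaphenazole-blocked wells and 1 = vehicle-only wells; values of inactives mirror those of a sister screen read the other way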
* = called active by the depositor; nt = no result given.

Mac1 fbg enh	CYP2C9 inh	CYP2C19 inh	Mac1 fbg inh	MT1-MMP txn act	mol	PLAP act	CYP2C19 activ	PTK2B oligo ant	CYP2C9 act
0	17	6	0	nt	Nc1c(S(=O)(=O)c2ccccc2)cnc2c(-c3ccc(F)cc3)cnn12	1	0.9	0.18	0.8
4	88*	86*	34	1.1	COC(=O)c1ccccc1NC(=O)C1CCN(S(=O)(=O)c2cc(C)ccc2OC)CC1	1.4	0.1	-1.8	0.1
-2	7	7	-6	1.2	CCOC(=O)c1cnc2c(C(=O)OC)cccc2c1NCCN1CCOCC1	1.5	0.9	0.26	0.9
-9	70*	14	59	1.1	CCOC(=O)c1c(NC(=O)CSc2nnc(-c3ccco3)o2)sc(C(C)=O)c1C	0.9	0.9	1.1	0.3
0	82*	53*	-36	1.1	O=C(Cc1cccc2ccccc12)N/N=C/c1ccc(Sc2cccc3cccnc23)o1	1.2	0.5	nt	0.2
1	5	24	-55	nt	COC(=O)c1cnc(SC)nc1C	0.9	0.8	0.28	0.9
4	4	8	2	nt	CC(=O)Nc1c(C)nn(-c2ccc(C)c(C)c2)c1C	1.1	0.9	-0.76	1
-4	-10	-20	7	1	COc1ccc(CCNC(=O)c2ccc(=O)[nH]n2)cc1OC	1	1.2	-0.41	1.1
4	14	5	-12	1	Cc1ccc(-c2csc(N3N=C(c4ccccc4)/C(=C\c4ccc(N(C)C)cc4)C3=O)n2)cc1	0.8	1	nt	0.9
nt	37	27	nt	nt	Cc1cc(NC(=O)c2ccc(S(=O)(=O)N3CCOCC3)cc2)nc2c1c(=O)oc1ccccc12	1.4	0.7	nt	0.6
nt	32	-3	nt	nt	O=C(NNC(=O)c1ccccc1O)c1ccc(Cl)cc1	1.8	1	-0.83	0.7
-2	15	1	-10	1.1	COCCn1cc(C(=O)N2CCCC(C)C2)c2c3ccccc3n(C)c2c1=O (centres undefined)	1.3	1	0.24	0.8
-3	-2	-3	-14	1	CCC(C)(C(=O)NC1CCCCC1)N(C)C(=O)c1ccc2c(c1)OCO2 (centres undefined)	1.1	1	-0.24	1
-7	85*	56*	13	1.2	O=C(NCc1ccccc1)c1cccc(NC(=O)c2ccco2)c1	0.8	0.4	1.3	0.1
-2	0	-11	3	nt	Cc1nc2nc(-c3ccc(Cl)cc3)[nH]n2c(=O)c1C	1	1.1	nt	1
0	41	12	-17	1.3	N#C/C(=C\C1CC2C=CC1C2)c1nc2ccccc2[nH]1 (centres undefined)	1	0.9	0.07	0.6
2	15	4	7	1	COCc1cc(=O)[nH]c(/N=C(\N)Nc2ccc(Oc3ccccc3)cc2)n1	1.7	1	-0.79	0.9
1	28	66*	-12	1	CC(C)N(C(=O)N1CCC(c2nc(-c3ccncc3)no2)CC1)C(C)C	1.5	0.3	-0.34	0.7
2	-4	-6	5	1.2	COc1ccc(-n2nc3cc(C)c(NC(=O)CC(C)C)cc3n2)cc1	0.8	1.1	nt	1
0	9	-4	2	1.2	O=C(O)CC(Cc1ccc(Br)cc1)C(=O)O (centres undefined)	1	1	1.2	0.9
-1	2	17	-6	1.2	CCCCCCCC(=O)OC(CN1CCCCC1)CN1CCCC1=O (centres undefined)	1.7	0.8	0.35	1
-3	-134	65*	8	1.3	CCOc1cc(S(=O)(=O)N2CCN(CC)CC2)ccc1Cl	1.9	0.4	-0.46	2.3*
-1	18	83*	-13	1.2	COc1ccc2c(c1)CC(C1(O)C(=O)Nc3ccccc31)C2=O (centres undefined)	1	0.2	-0.53	0.8
1	24	35	-3	1.2	CCOc1ccccc1N1CCN(S(=O)(=O)CC)CC1	1.4	0.7	0.2	0.8
nt	41	36	nt	nt	CCc1ccc(N(C(=O)CNC(=O)c2cccs2)C(C(=O)NC(C)(C)C)c2cc(OC)c(OC)c(OC)c2)cc1 (centres undefined)	1.3	0.6	0.08	0.6
-2	32	17	34	1.1	CC(=O)Oc1cc2c(cc1Cl)C1(CC(c3ccccc3Cl)O2)CC(C)(C)NC(=S)N1 (centres undefined)	1.6	0.8	-0.46	0.7
-3	-11	-5	-16	nt	C=CCn1c(SCC(=O)N(C)C2CCS(=O)(=O)C2)nnc1-c1ccncc1 (centres undefined)	1	1	-0.41	1.1
-1	56*	66*	28	nt	COc1ccnc(Oc2ccccc2)c1C(=O)N/C=N/OCc1ccc(F)cc1Cl	1.1	0.3	-0.55	0.4
nt	49	66*	nt	1.5	Cn1c(C(=O)N2CCc3ccccc3C2)cc2c(=O)n3ccccc3nc21	1.6	0.3	-0.93	0.5
nt	73*	86*	nt	1	CCOC(=O)CC(=O)CSc1nc2ccccc2c(=O)n1-c1ccc(C(=O)N2CCOCC2)cc1	1.3	0.1	-0.25	0.3

Already shown: 13 of the compounds above.
Mac1 fbg enh	CYP2C9 inh	CYP2C19 inh	Mac1 fbg inh	MT1-MMP txn act	mol	PLAP act	CYP2C19 activ	PTK2B oligo ant	CYP2C9 act
0	41	12	-17	1.3	N#C/C(=C\C1CC2C=CC1C2)c1nc2ccccc2[nH]1 (centres undefined)	1	0.9	0.07	0.6
2	15	4	7	1	COCc1cc(=O)[nH]c(/N=C(\N)Nc2ccc(Oc3ccccc3)cc2)n1	1.7	1	-0.79	0.9
1	28	66*	-12	1	CC(C)N(C(=O)N1CCC(c2nc(-c3ccncc3)no2)CC1)C(C)C	1.5	0.3	-0.34	0.7
2	-4	-6	5	1.2	COc1ccc(-n2nc3cc(C)c(NC(=O)CC(C)C)cc3n2)cc1	0.8	1.1	nt	1
0	9	-4	2	1.2	O=C(O)CC(Cc1ccc(Br)cc1)C(=O)O (centres undefined)	1	1	1.2	0.9
-1	2	17	-6	1.2	CCCCCCCC(=O)OC(CN1CCCCC1)CN1CCCC1=O (centres undefined)	1.7	0.8	0.35	1
-3	-134	65*	8	1.3	CCOc1cc(S(=O)(=O)N2CCN(CC)CC2)ccc1Cl	1.9	0.4	-0.46	2.3*
-1	18	83*	-13	1.2	COc1ccc2c(c1)CC(C1(O)C(=O)Nc3ccccc31)C2=O (centres undefined)	1	0.2	-0.53	0.8
1	24	35	-3	1.2	CCOc1ccccc1N1CCN(S(=O)(=O)CC)CC1	1.4	0.7	0.2	0.8
nt	41	36	nt	nt	CCc1ccc(N(C(=O)CNC(=O)c2cccs2)C(C(=O)NC(C)(C)C)c2cc(OC)c(OC)c(OC)c2)cc1 (centres undefined)	1.3	0.6	0.08	0.6
-2	32	17	34	1.1	CC(=O)Oc1cc2c(cc1Cl)C1(CC(c3ccccc3Cl)O2)CC(C)(C)NC(=S)N1 (centres undefined)	1.6	0.8	-0.46	0.7
-3	-11	-5	-16	nt	C=CCn1c(SCC(=O)N(C)C2CCS(=O)(=O)C2)nnc1-c1ccncc1 (centres undefined)	1	1	-0.41	1.1
-1	56*	66*	28	nt	COc1ccnc(Oc2ccccc2)c1C(=O)N/C=N/OCc1ccc(F)cc1Cl	1.1	0.3	-0.55	0.4

The listing continues.
Mac1 fbg enh	CYP2C9 inh	CYP2C19 inh	Mac1 fbg inh	MT1-MMP txn act	mol	PLAP act	CYP2C19 activ	PTK2B oligo ant	CYP2C9 act
-8	4	24	21	nt	S=c1[nH]ncn1/N=C/c1ccc(N2CCOCC2)cc1	0.8	0.8	0.52	1
nt	9	36	nt	1.6	CCOC(=O)C1(C(=O)O)NC(=O)CC1c1ccccc1 (centres undefined)	1.1	0.6	0.46	0.9
1	4	4	-12	1	Nc1ccc2nc3n(c(=O)c2c1)CCC3	0.9	1	nt	1
-2	66*	17	-16	0.9	Cc1cccc(NC(=O)CSc2nnc(-c3ccc(S(=O)(=O)N4CCCC4)cc3)o2)c1	2.1*	0.8	-0.04	0.3
7	-9	-6	-12	1.1	COc1ccc(OCc2nc(N)nc(Nc3cccc(C)c3C)n2)cc1	0.8	1.1	-0.2	1.1
5	4	12	-20	1.1	CC1(C)Cc2nc(N3CCOCC3)c(C#N)cc2CO1	1	0.9	-0.18	1
nt	61*	20	nt	1.1	FC(F)(F)c1cc(-c2cccs2)nc(NCc2ccco2)n1	1.1	0.8	-0.14	0.4
6	100*	98*	5	1.1	CC1=C(C#N)C(c2ccoc2)C(C(=O)OCc2ccccc2)=C(N)S1 (centres undefined)	1	0	0.07	0
3	7	4	7	1	Cc1ccc(-n2c(O)cnc2Nc2nc(C)cc(C)n2)cc1	1.3	1	0.15	0.9
-3	-5	9	-4	1.1	CC(C)OC(=O)CSc1nnc(-c2ccccn2)n1C	1	0.9	2	1.1
nt	4	2	nt	1	CCC(=O)N1CCc2cc(S(=O)(=O)CCC(=O)NCc3cccs3)ccc21	1	1	0.45	1
-7	78*	12	-12	nt	CN1c2ccsc2C(O)=C(C(=S)Nc2ccccc2)S1(=O)=O	1.1	0.9	0.2	0.2
-2	33	45	-5	1.2	O=S(=O)(c1ccccc1)c1nc(-c2ccco2)oc1NCc1cccnc1	0.9	0.5	-0.03	0.7
-11	6	-13	34	1	COc1cc(Nc2cc(C)nc3nc(C)nn23)cc(OC)c1OC	1.8	1.1	nt	0.9
1	-16	-17	0	1.1	COc1ccc(NC(=O)C(c2ccc(OC)cc2)N(C)C(=O)CNC(C)=O)cc1 (centres undefined)	1.3	1.2	-0.01	1.2
-2	20	15	24	nt	COC(=O)Nc1nc(C)c(C(=O)c2ccccc2)s1	1.1	0.9	-0.79	0.8
0	16	18	5	nt	CCOC(=O)c1ccc(NC(=O)C(=O)NCC2CCCO2)cc1 (centres undefined)	1.1	0.8	1.1	0.8
-4	6	-5	5	1	COC(=O)C1(CO)NC(c2cccs2)C2C(=O)N(c3ccccc3)C(=O)C21 (centres undefined)	1.1	1.1	0.1	0.9
2	11	5	-1	1.1	CCOC(=O)CN1C(=O)C(O)=C(C(C)=O)C1c1ccc(F)cc1 (centres undefined)	1.2	0.9	0.72	0.9
nt	11	69*	nt	nt	O=C(N/N=C/c1ccco1)/C(=C/c1cccc([N+](=O)[O-])c1)NC(=O)c1ccccc1	1.6	0.3	-0.76	0.9
3	81*	70*	-2	1.3	COc1ccccc1CNC(=O)CN(c1ccc(C)cc1)S(=O)(=O)c1c(C)nn(C)c1C	1.4	0.3	-0.04	0.2
0	-3	94*	-8	1	O=C(NCNC(=O)c1ccccc1)c1ccccc1	0.9	0.1	-0.03	1
-2	15	18	4	nt	Cc1cc(C)cc(NC(=O)CSc2nnc(CNC(=O)c3cccs3)o2)c1	1	0.8	0.28	0.9
-3	40	83*	2	nt	Cc1ccc(CSCC(=O)N/N=C/c2sccc2C)cc1	0.5	0.2	2.2	0.6
-3	-20	-15	-1	1.1	COC(=O)c1cc(C)sc1NC(=O)c1cccnc1	1	1.2	-0.37	1.2
0	0	11	5	1.1	O=C(NCCN1CCOCC1)C1CCC(CNS(=O)(=O)c2ccc(Cl)cc2)CC1 (centres undefined)	1.5	0.9	-0.89	1
-6	-6	-2	-17	nt	Cc1nnc(Nc2ccc(Cl)cc2)n(N)c1=O	0.9	1	0.38	1.1
nt	-12	16	nt	1.3	COc1ccccc1-c1csc(Cc2nnc3n2CCCCC3)n1	1.1	0.8	0.47	1.1
0	35	36	24	1.4	Cc1ccc(O)c(NC(=O)c2ccco2)c1	1.2	0.6	-0.69	0.7
nt	15	24	nt	nt	C=CCNC(=O)c1ccc(-c2nc(-c3ccc(Cl)c(Cl)c3)cs2)cc1	0.9	0.8	0.94	0.8
-1	-4	2	-15	1.1	Cc1c(C(=O)OC(C)CCN(C)C)oc2ccccc12 (centres undefined)	0.8	1	0.96	1
3	24	27	-21	1.1	O=C(CSc1nnc(-c2ccc(Cl)cc2)n1Cc1ccco1)Nc1ccc2c(c1)OCCO2	0.8	0.7	0.04	0.8
-1	-15	6	-6	1.2	CCc1cccc(C)c1NC(=O)C1=C(C(=O)O)CCCC1	1	0.9	0.37	1.1
-4	-3	30	6	1	CC(C(=O)NCc1ccccc1)N1C(=O)CN(C)C(=O)c2ccccc21 (centres undefined)	1.1	0.7	0.26	1
